Screening data deposited in PubChem by National Center for Advancing Translational Sciences (NCATS).
Lipid storage S3: qHTS Assay for Lipid Storage Modulators in Drosophila S3 Cells; Drosophila S3 cells, BODIPY lipid droplet fluorescence, 18-24 h; cells fed with added oleic acid; lipid storage change, negative = inhibition, % at the top dose, mostly 46.1 µM; hits show Potency in µM; 320,000 compounds, 0.64% hits; active means well fitted inhibition curve with a large enough effect in the signal ratio, with a control signal flat, not every such curve was filed as active; inconclusive means small, poorly fitted or top-dose-only effect, or effect the other way, or a change in a side signal; the % refers to the signal ratio
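Drosophila S3 cells loaded with oleic acid (400 uM, as added) and compounds at several concentrations; lipid droplets imaged by 488-nm laser-scanning cytometry, 500–530 nm intensity and object ratio to cell channel. Percent activity normalized to 20 uM Triacsin C.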
Lipid storage S3 cell count max: second read-out of Lipid storage S3, no call of its own (marks repeat the call); cell number change, %; measured here: cell count max response;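 cells counted by Cell Tracker Red CMTPX staining in the red channel; peak over a dose series mostly up to 46.1 µM; percent activity relative to internal control wells on each plate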
Numbers without * were called inactive; i = inactive; ? = inconclusive; / = not tested or not shown; & = joins results of further samples. On the % scale 0 is the no-effect control and ±100 the full control effect; potency means the concentration at half of the fitted maximal effect. Some of the compounds tested (hit frequency here may not be typical).

SMILES | Lipid storage S3 | Lipid storage S3 cell count max
CCN(C(=O)c1ccc(S(=O)(=O)N2CCC(C)CC2)cc1)C1CCS(=O)(=O)C1 (configuration not stated) | 18.9% | 11.3
CCn1c(=O)cc(SCC(=O)Nc2cccc(C)n2)c2ccccc21 | 6.4% | 19.2
Cc1ccc(C(=O)NC(C)(COc2nonc2C)COc2nonc2C)cc1 | ? | /
CCOc1ccc(NC(c2ccccn2)c2oc(CO)cc(=O)c2O)cc1 (configuration not stated) | 22.2% | 18.2
O=C(CNS(=O)(=O)c1ccc2ccccc2c1)OCC(=O)c1ccc(Br)s1 | ? | /
CCOC(=O)C1(CC)NC(c2ccco2)C2C(=O)N(CC)C(=O)C21 (configuration not stated) | ? | /
COc1ccc(CC(=O)OCC(=O)Nc2ccc3[nH]c(=O)[nH]c3c2)cc1 | ? | /
CCc1ccccc1NC(=O)c1ccc2nc(N3CCOCC3)sc2c1 | ? | /
COc1ccc(NC(=O)c2oc3ccccc3c2C)c(OC)c1 | ? | /
OCC(Cc1ccc2c(c1)OCO2)C(CO)Cc1ccc2c(c1)OCO2 (configuration not stated) | -5.2% | -10.6
CCOc1ccccc1NC(=O)CSc1nnc(Cc2cccn2C)n1-c1ccc(F)cc1 | i | /
CCc1cc(C(=O)O)c(NC(=O)/C=C/c2ccc(OC)c(OC)c2)s1 | ? | /
COc1ccc(N2CCOCC2)c(NC(=O)c2ccc(Br)o2)c1 | ? | /
O=S(=O)(NCc1ccc(F)cc1)c1ccc(Br)cc1Br | ? | /
Cc1nc2ccc(S(=O)(=O)N(C)CC(=O)Nc3ccccc3F)cc2s1 | 11.4% | 12.0

Four entries from above, arranged by the number in Lipid storage S3 cell count max, largest number first:
Structure | Lipid storage S3 cell count max
CCn1c(=O)cc(SCC(=O)Nc2cccc(C)n2)c2ccccc21 | 19.2
CCOc1ccc(NC(c2ccccn2)c2oc(CO)cc(=O)c2O)cc1 (configuration not stated) | 18.2
CCN(C(=O)c1ccc(S(=O)(=O)N2CCC(C)CC2)cc1)C1CCS(=O)(=O)C1 (configuration not stated) | 11.3
OCC(Cc1ccc2c(c1)OCO2)C(CO)Cc1ccc2c(c1)OCO2 (configuration not stated) | -10.6

Shown tab-delimited: entries from further up.
Structure	Lipid storage S3	Lipid storage S3 cell count max
Cc1ccc(C(=O)NC(C)(COc2nonc2C)COc2nonc2C)cc1	?	/
CCOc1ccc(NC(c2ccccn2)c2oc(CO)cc(=O)c2O)cc1 (configuration not stated)	22.2%	18.2
O=C(CNS(=O)(=O)c1ccc2ccccc2c1)OCC(=O)c1ccc(Br)s1	?	/
CCOC(=O)C1(CC)NC(c2ccco2)C2C(=O)N(CC)C(=O)C21 (configuration not stated)	?	/
COc1ccc(CC(=O)OCC(=O)Nc2ccc3[nH]c(=O)[nH]c3c2)cc1	?	/
CCc1ccccc1NC(=O)c1ccc2nc(N3CCOCC3)sc2c1	?	/

Additional structures:
SMILES | Lipid storage S3 | Lipid storage S3 cell count max
CSc1ccc(CCCCCCOC(=O)C(C)(C)C)cc1 | ? | /
COc1ccc(CC(C)Nc2cccc(SC)c2)cc1 (configuration not stated) | ? | /
O=C(COc1coc(CN2CCN(c3ccccc3)CC2)cc1=O)NC1CCCCC1 | ? | /
Cc1cc(C)c2c(c1)cc(C)c1nnc(SCC(=O)Nc3ccc(S(=O)(=O)N4CCCCC4)cc3)n12 | ? | /
CNCCc1ccccn1 | -2.6% | -1.0
O=C(NCc1ccc(F)cc1)C1CCN(S(=O)(=O)c2ccc3c(c2)OCCCO3)CC1 | 5.3% | 0.1
CCC(C)c1ccccc1N1CC(C(=O)Nc2ccc(S(=O)(=O)N3CCOCC3)cc2)CC1=O (configuration not stated) | ? | /
COC(=O)c1sccc1NC(=O)CC1C(=O)NCCN1C(=O)c1c(F)cccc1Cl (configuration not stated) | 4.8% | 12.2
CCOc1cc(/C=N/NC(=O)CSc2nncn2C)ccc1OC(=O)c1ccc(Cl)cc1 | ? | /
CCCCCCn1c(CN2CCN(CCO)CC2)nc2c1c(=O)n(C)c(=O)n2C | ? | /
Cc1ccc(CS(=O)(=O)CCC(=O)NCCCN2CCCC2)cc1 | -16.0% | -10.5
Cc1ccc2occ(/C=N/NC(=O)[C@@H](N)Cc3ccccc3)c(=O)c2c1 | 28.4% | /
CCN(c1ccccc1)S(=O)(=O)c1cccc(C(=O)NCc2ccncc2)c1 | 12.6% | -5.8
COc1cccc(NC(=O)c2ccc(S(=O)(=O)NCc3cccnc3)cc2)c1 | ? | /
C=CC(C)(O)CCCC(C)CCCC(C)CCCC(C)C (configuration not stated) | ? | /
COc1ccc([C@@H]2[C@@H]3C(=O)N(C(C)(C)C)C(=O)[C@@H]3[C@]3(Cc4ccccc4)C(=O)N(c4ccc(OC)cc4)C(=O)N23)cc1 | ? | /
C=CCn1c(=O)c2ccccc2n2c(SCC(=O)c3ccccc3)nnc12 | 15.8% | 4.5
COc1ccc(CCn2c(=N)c(C(=O)NC3CCCCC3)cc3c(=O)n4ccccc4nc32)cc1 | ? | /
Cc1ccnc(NS(=O)(=O)c2ccc(NC(=O)Cc3ccc(Br)cc3)cc2)n1 | ? | /
CCCC(c1nnnn1Cc1ccc(OC)cc1)N1CCN(c2ccccc2)CC1 (configuration not stated) | ? | /
CC(=O)Nc1ccc(S(=O)(=O)N2CCN(c3cc(C)nc4ncnn34)CC2)cc1 | ? | /
COc1ccc(C(=O)NCC2(N3CCCCC3)CCCCC2)cc1S(=O)(=O)N(C)C | ? | /
COc1ccc(C(c2c(O)cc(C)oc2=O)c2c(O)cc(C)oc2=O)cc1 | ? | /
COc1ccc(NC(=O)C2CSC3c4ccccc4C(=O)N23)cc1 (configuration not stated) | -13.2% | 22.8
CC12COC3(C(=O)Nc4ccccc4F)CC1CCC32C (configuration not stated) | 0.1% | -23.5
O=C(CSc1cnc2ccccc2n1)c1ccc(F)cc1 | ? | /
CCCOc1ccc(NC(=O)CC2C(=O)N(C)C(=S)N2Cc2cccs2)cc1 (configuration not stated) | ? | /
O=C1CC(NS(=O)(=O)c2cccs2)CN1c1ccccc1 (configuration not stated) | 13.3% | 8.9
O=C(COC(=O)/C=C/c1ccc([N+](=O)[O-])cc1)NC1CCCCC1 | -8.7% | -10.8
COc1ccc(C(=O)COC(=O)[C@H](C)Nc2ccc(C(F)(F)F)cc2[N+](=O)[O-])c(OC)c1 | ? | /
CCC(C)(C)C1CCc2[nH]nc(C(=O)NCc3ccc(Cl)cc3)c2C1 (configuration not stated) | ? | /
COCCNCCCCOc1ccc(C)cc1[N+](=O)[O-] | ? | /
O=C(NC1CCCCC1)C(c1ccncc1)N(Cc1ccc2c(c1)OCO2)C(=O)C(F)(F)F (configuration not stated) | 19.3% | 5.6
CCOc1ccc(-n2nnnc2SCC(=O)NC2CCCC2)cc1 | ? | /
CC(C)N1CCc2c(sc(NC(=O)Cc3ccccc3)c2C#N)C1 | 8.2% | 4.6
COc1ccc(Cc2noc(CN(C)Cc3cccc(-n4cccn4)c3)n2)cc1OC | -5.2% | 7.3
C=CCN=C1CC(C)(C)CC(=O)/C1=C(\O)c1ccccc1 | -18.1% | -13.4
Cc1cccc(NS(=O)(=O)c2ccc3c(c2)NC(=O)CO3)c1C | i | 12.5
Cc1ccc(S(=O)(=O)N(CC(=O)c2ccc(Cl)cc2)C(=O)N2CCN(C)CC2)cc1 | ? | /
CCCN1CCC(NC(=S)Nc2cccc(Cl)c2Cl)CC1 | ? | /
OC(COc1ccc(Br)cc1)CN1CCN(c2ccccc2)CC1 (configuration not stated) | ? | /
CC12C(=O)N(CCC(=O)O)C(=O)C1C1C=CC2C1 (configuration not stated) | ? | /
Cc1nnc(SCC(=O)NCc2ccc(Cl)cc2)[nH]c1=O | ? | /
CCN(CC)C(=O)[C@]1(c2ccccc2)C[C@@H]1CN | -0.4% | -18.3
CCOc1ccc(NC(=O)CSc2nc3c(c(=O)n2C)SC(C)C3)cc1 (configuration not stated) | ? | /
COCCCNC(=O)c1c(N)n(-c2ccc(S(N)(=O)=O)cc2)c2nc3ccccc3nc12 | 15.2% | 14.0
CCS(=O)(=O)c1ccc2c(c1)N(S(=O)(=O)c1ccc(OC)cc1)CC(C(=O)O)O2 (configuration not stated) | 2.9% | 5.5
COC(=O)Cn1c(=O)cnc2ccccc21 | 16.4µM* | 11.6*
Cc1nnc(SCC(=O)c2c(N)n(Cc3ccccc3)c(=O)n(C)c2=O)n1C | ? | /
Cc1cc(C)cc(C(=O)N2CCCCCC2)c1 | ? | /
CCN(CC)Cc1oc(-c2ccccc2)cc1C(=O)O | ? | /
COc1ccc(-n2c(=O)[nH]cc(C(=O)Nc3ccccc3)c2=O)cc1 | ? | /
NS(=O)(=O)c1ccc(CNC(=O)/C=C/c2cccc([N+](=O)[O-])c2)cc1 | ? | /
S=C(Nc1ccc(Br)cc1Cl)Nn1cnnc1 | ? | /
COc1n[nH]c(C(=O)Nc2nc3ccccc3s2)c1[N+](=O)[O-] | ? | /
CC(C)c1ccc(C2NC(=S)NC3=C2C(=O)CC(C)(C)C3)cc1 (configuration not stated) | -4.7% | 2.7
O=C1NCCC/C1=N/Nc1cc(F)ccc1F | 8.2% | 12.1
CS(=O)(=O)NN1C(=O)c2ccccc2NC1c1cccc(O)c1 (configuration not stated) | -2.7% | 2.0
O=C1CC(c2ccsc2)c2ccc3ccccc3c2N1 (configuration not stated) | 21.3% | -0.1
CCOc1ccc(NS(=O)(=O)c2c(C)nc3sc(CC)nn3c2=O)cc1 | ? | /

Going on with the list.
SMILES | Lipid storage S3 | Lipid storage S3 cell count max
COc1ccc(-c2nc(NC(=O)C3CC(=O)N(c4ccc5c(c4)OCCO5)C3)sc2C)cc1 (configuration not stated) | ? | /
O=C(NCCN1CCN(c2ccccc2)CC1)c1cccn2c(=O)c3cc(Cl)ccc3nc12 | ? | /
O=C(O)CN1C(=O)S/C(=C\c2cccnc2)C1=O | ? | /
O=C(Nc1ncn[nH]1)c1cc([N+](=O)[O-])ccc1Cl | ? | /
O=C(CSc1nccn1-c1ncc(C(F)(F)F)cc1Cl)c1ccc(Br)cc1 | ? | /
Cn1cc(C(=O)N2CCc3ccccc32)cn1 | 15.3% | 6.1
N#Cc1ccc(C(=O)Nc2cccc3cccnc23)c(F)c1 | ? | /
CC(C)COC(=O)C1C2C=CC3(CN(C(C)c4ccc(Br)cc4)C(=O)C13)O2 (configuration not stated) | 20.9% | /
COc1cc2cnc(-c3ccccc3)c(-c3cccc(C(F)(F)F)c3)c2cc1OC | ? | /
O=C(C1CCN(S(=O)(=O)c2cccc3cccnc23)CC1)N1CCCCC1 | ? | /
CN(Cc1ccc(Cl)cc1Cl)C(=O)CNC(=O)c1ccc2c(c1)OCO2 | ? | /
NCCCC[C@H](N[C@@H](CCc1ccccc1)C(=O)O)C(=O)N1CCC[C@H]1C(=O)O | -9.6%&-23.9% | -13.1&-5.2
S=C(Nc1ccc(Nc2ccccc2)cc1)Nc1ccccn1 | ? | /
Cc1ccc(-n2nnnc2CCl)cc1 | 3.4% | -4.9
CCCCNC(=S)NNC(=O)c1csc(C)c1CC | 11.4% | /
COc1ccc(NC(=O)CC2COc3ccccc3O2)c(OC)c1 (configuration not stated) | -18.7% | 15.1
CCOC(=O)c1c(C)[nH]c(C(=O)N/N=C\c2ccccc2O)c1C | ? | /
O=C(NCc1ccco1)c1cccc(-c2nnc(-c3ccccc3)o2)c1 | ? | /
CN(C)c1ccc(C(O)Cc2nc3ccccc3n2C)cc1 (configuration not stated) | ? | /
Cc1sc(NC(=O)c2ccco2)c(C(c2cccnc2)N2CCN(CCO)CC2)c1C (configuration not stated) | -3.4% | -13.8
O=C(CCCOc1ccccc1)Nc1ccccc1C(F)(F)F | 13.9% | -0.3
CN(C)/C=C1\SC(=S)N(c2ccc(Br)cc2)C1=O | ? | /
COc1ccc(OC)c(CC(=O)Nc2ccc3c(c2)CCC3)c1 | i | 23.8
Fc1cccc(F)c1/C=C/c1ccc2ccccc2n1 | -4.4% | -19.4
CN(C)c1ccc(N=c2sc3ccccc3n2C)cc1 | ? | /
O=C(CC1C(=O)NCCN1CC(c1ccccc1)c1ccccc1)NC1CC1 (configuration not stated) | 3.4% | 13.0
Cc1ccc(N(CC(O)CN2CCOCC2)S(=O)(=O)c2ccc3ccccc3c2)cc1 (configuration not stated) | ? | /
O=C(NCCC1CC1(Cl)Cl)Nc1ccccc1 (configuration not stated) | ? | /
NS(=O)(=O)c1ccc(CNC(=O)NC2(c3ccccc3)CC2)cc1 | ? | /
COc1ccc(NC(=O)CCC(=O)c2cccs2)cc1Cl | ? | /
O=C(NCCCCc1ccccc1)C1CC(c2ccccc2C(F)(F)F)=NO1 (configuration not stated) | 11.9% | 6.8
CCN(CC(=O)NCc1ccc(F)cc1)Cc1nc2cc(Cl)ccc2c(=O)[nH]1 | i | 15.1
O=C(NCCCN1CCOCC1)c1ccc2c(c1)N(Cc1cccc(Cl)c1)C(=O)CS2 | ? | /
COc1ccc(Cn2nnnc2C(c2cccs2)N2CCCCCC2)cc1 (configuration not stated) | 45.5% | /
COc1ccc(S(=O)(=O)CCC(=O)O)cc1 | ? | /
CCCCC(=O)Nc1cnc(NC(=O)c2cccs2)cc1C | 13.2% | 9.9
CC(=O)c1cccc(N(C(=O)Cn2nnc3ccccc32)C(C(=O)NCC2CCCO2)c2ccc(N3CCOCC3)cc2)c1 (configuration not stated) | -2.6% | -8.4
O=C(Cc1c(O)c2ccccc2[nH]c1=O)NCc1ccccc1 | -6.6% | -10.3
